BRCA1 expr up – activators of BRCA1 expression | MCF7-BRCA1-FFLuc reporter, luminescence, 48 h; response scale: scaled: vehicle 0%, 10 µM genistein 100% | Potency, µM (doses to about 46.1 µM), for inactives: top-dose activation, hits mostly activators | 380,000 compounds, 1.1% hits | AID 624202; further: nearly all actives have a fitted effect of over 80% in size; some results filed as inactive show a strong effect at the top dose
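MCF7 cells carrying a BRCA1-firefly luciferase reporter (2000 cells/well, phenol-red free MEM) were attached for 2 h at 37 °C, then given compounds for 48 h. Luminescence was read 15 min after luciferase reagent; activity normalized to genistein (10 microM) and DMSO.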
ELG1 genotoxic – induces genotoxicity in HEK293T cells with luciferase-tagged ELG1. HEK293T ELG1-luciferase reporter, luminescence, 16 h. Potency, µM (doses to about 46 µM), without a hit: top-dose activity change, positive = activation, usual class: activators. 330,000 compounds, 1.3% hits; further: % of control where 0% means no effect; nearly all actives have a fitted effect of over 60% in size
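ELG1-luciferase HEK293T cells, 2,000/well; compound pinned in; 16 hr, 37 °C, 5% CO2; ONE-Glo, 30 min RT; luminescence on CCD imager.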
uPA generation – inhibitors of cell surface uPA generation; cell surface uPA generation assay, qHTS; Potency, µM (series often up to 38.3 µM), inactives show at the highest dose activity change, negative = inhibition, most hits filed as inhibitors; 330,000 compounds, 0.31% hits; AID 540303; active means well fitted inhibition curve with a large enough effect; inconclusive means small, poorly fitted or top-dose-only effect; inactive means no such curve, though single readings can be large or run the other way; tested in mouse RAW 264.7 cells; further: on the % scale 0 is the no-effect control and ±100 the full control effect; nearly all actives have a fitted effect of over 55% in size
p53 reactivator – re-activators of mutant p53; H1299 p53-A138V BP100-luciferase reporter, luminescence, 24 h; Potency, µM (highest dose often 92.2 µM), without a hit: at the highest dose activity change, positive = activation, hits mostly activators; 320,000 compounds, 0.063% hits; AID 504706; further: % of control where 0% means no effect; nearly all actives have a fitted effect of over 45% in size
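H1299 (p53-null), stable ts p53-A138V + BP100-Luc; 1000 cells/well, Opti-MEM/10% FBS; cpd 4 pt, 1:5; 24 h, 37 deg C, 5% CO2; detection reagent 10 min RT; luminescence.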
An asterisk follows results filed as active; ? = inconclusive. Unless noted, the call rests on the fitted dose curve; in most records, active means well fitted activation curve with a large enough effect; inconclusive means small, poorly fitted or top-dose-only effect; inactive means no such curve, though single readings can be large or run the other way. Potency means the concentration at half of the fitted maximal effect.

SMILES	BRCA1 expr up	ELG1 genotoxic	uPA generation	p53 reactivator
COc1cc(C(=O)NNC(=O)c2ccc3c(c2)OCCO3)cc(OC)c1OC	4%	1%	0%	-3%
CCN(C(=O)CSc1nc2scc(-c3ccccc3)c2c(=O)n1C)C1CCS(=O)(=O)C1 (configuration not stated)	0%	4%	16%	4%
O=C1OC[C@H]2CCCN2C(=O)[C@@H](CC(=O)N(CCO)Cc2ccccc2)C/C=C\CC[C@H]1Cc1ccc(F)cc1	0%	-7%	19%	0%
CC[C@]12c3[nH]c4cc(-c5ccco5)ccc4c3CCN1C(=O)[C@@H](CC(=O)NCc1ccco1)C[C@@H]2C(=O)N1CCN(C(=O)c2ccco2)CC1	-1%	-3%	-12%	-11%
CCN(Cc1ccccc1)C(=O)COC(=O)c1cc(S(=O)(=O)Nc2ccccc2OC)ccc1O	3%	-3%	-13%	-2%
C[C@H](CO)N1C[C@H](C)[C@@H](CN(C)C(=O)NC2CCCCC2)Oc2c(NC(=O)Cc3ccccc3)cccc2C1=O	0%	-3%	-2%	4%
CC1CCCC(NC(=O)COc2ncnc3ccccc23)C1C (configuration not stated)	-10%	2%	2%	1%
Cc1cnc(C(=O)OCc2cc(=O)n3c(C)cccc3n2)cn1	-3%	-1%	0%	5%
Cc1ccc(C2CC(=O)Oc3cc(C)cc(C)c32)cc1 (configuration not stated)	13%	-1%	-1%	4%
O=C(C[C@@H]1C/C=C/CC[C@@H](Cc2ccc(F)cc2)C(=O)OC[C@H](Cc2ccccc2)NC1=O)N[C@H](CO)Cc1ccccc1	-28%	-3%	-26%	6%
COc1ccc(NC(=O)Nc2cccc3c2O[C@H](CN(C)C(=O)Nc2ccc4c(c2)OCO4)[C@@H](C)CN([C@H](C)CO)C3=O)cc1	27%	-2%	-1%	5%
N#Cc1ccc(C(=O)NC(=S)N2CCOCC2)cc1	5%	-2%	-7%	0%
COc1ccc(NC(=O)N(C)C[C@H]2Oc3ccc(NC(=O)NC4CCCCC4)cc3C(=O)N([C@H](C)CO)C[C@@H]2C)cc1	25%	4%	13%	2%
CNS(=O)(=O)c1ccc2c(c1)C(=O)c1cc(S(=O)(=O)NC)ccc1CC2	0%	2%	9%	-6%
CC(C)=CCC/C(C)=C/CNC(=O)C[C@H]1C[C@H](C(=O)N2CCCCC2)[C@@]2(C)c3[nH]c4cc(-c5ccco5)ccc4c3CCN2C1=O	-59%	-5%	-23%	11%
O=C(CC1C[C@H](C(=O)N2CCOCC2)[C@@]2(CCC3CCCC3)c3[nH]c4ccccc4c3CCN2C1=O)NCc1ccco1 (some centres not stated)	71%	-5%	2%	0%
CCOC(=O)C1=CN(Cc2ccco2)S(=O)(=O)N(C)C1c1cccc(OC)c1 (configuration not stated)	-14%	1%	0%	-4%
CC[C@]12c3[nH]c4ccc(OC)cc4c3CCN1C(=O)C(CC(=O)NCCCOC)C[C@@H]2C(=O)N1CCN(C(=O)c2ccco2)CC1 (some centres not stated)	2%	5%	15%	4%
Cc1c(NC(=O)c2cccc(NC(=O)COc3cccc(Br)c3)c2)c(=O)n(-c2ccccc2)n1C	5%	-11%	-10%	-9%
O=C(COC(=O)c1cc(Cl)ccc1O)Nc1cc(C(F)(F)F)ccc1N1CCOCC1	-20%	-1%	-4%	2%
C=CCn1c(C)cc(C(=O)COC(=O)CCc2cc(OC)c(OC)c(OC)c2)c1C	18%	2%	4%	-4%
O=S(=O)(c1cccc(-c2n[nH]c(=S)n2-c2ccc(OC(F)(F)F)cc2)c1)N1CCOCC1	9%	-1%	-16%	-11%
COc1ccc(S(=O)(=O)N(C)C[C@H]2Oc3ccc(NC(=O)Nc4c(C)noc4C)cc3C(=O)N([C@H](C)CO)C[C@@H]2C)cc1	9%	0%	7%	-4%
O=C(c1ccco1)N1CCN(Cc2nc3ccccc3[nH]2)CC1	-3%	2%	3%	-5%
O=C(Nc1ccc(Cl)cc1)c1nc[nH]c1C(=O)NCCN(CCNC(=O)c1[nH]cnc1C(=O)Nc1ccc(Cl)cc1)CCNC(=O)c1[nH]cnc1C(=O)Nc1ccc(Cl)cc1	13%	-6%	-8%	3%
Next structures follow.
SMILES	BRCA1 expr up	ELG1 genotoxic	uPA generation	p53 reactivator
COc1ccc(NC(=O)Nc2cccc3c2O[C@H](CN(C)S(=O)(=O)c2cn(C)cn2)[C@@H](C)CN([C@H](C)CO)C3=O)cc1	-2%	0%	-15%	1%
COc1ccc(NC(=O)COC(=O)CCC2CCCC2)c(OC)c1	5%	3%	-6%	5%
Cc1cc(C)n2nc(SCC(=O)N3CCCC(C)C3)nc2n1 (configuration not stated)	7%	2%	3%	-8%
Cc1cccc(C(=O)OCC(=O)Nc2c(C)n(C)n(-c3ccccc3)c2=O)c1O	9%	0%	3%	-6%
N#Cc1ccc(OCC(=O)NCCCn2ccnc2)cc1	-3%	1%	1%	2%
CCN(C[C@H]1N[C@@](C)(C(=O)OC)[C@H]2C(=O)N(Cc3ccccc3)C(=O)[C@@H]12)C(=O)Nc1ccccc1	4%	2%	0%	-6%
NC(=O)c1ccc(NC(=O)COC(=O)CCC2CCCCC2)cc1	4%	1%	3%	1%
O=C(COC(=O)c1ccc2c(c1)OCO2)Nc1ccccc1OC(F)F	-13%	0%	0%	0%
O=C(O)c1cccc2c1C(=O)c1ccc(-c3ccc(OC(F)(F)F)cc3)cc1S2(=O)=O	19%	0%	-12%	8%
COc1ccccc1NS(=O)(=O)c1ccc(C(=O)NCc2ccco2)cc1	-6%	-2%	-12%	26%
CCOC(=O)C1=C(C)NC(C)=C(C(=O)OCC)C1C(=O)OCC(=O)NCc1ccc(F)cc1	-2%	-4%	1%	-10%
CC(NC(=O)COC(=O)/C=C/c1cccc(F)c1)c1ccccc1 (configuration not stated)	-1%	0%	4%	4%
Cc1ccc(S(=O)(=O)N2CCN(S(=O)(=O)c3ccccc3Br)CC2)cc1	-8%	0%	4%	5%
COc1ccc(S(=O)(=O)N(C)C[C@H]2Oc3ccc(NS(=O)(=O)c4ccccc4)cc3C(=O)N([C@H](C)CO)C[C@@H]2C)cc1	-5%	1%	-10%	0%
O=C(COC(=O)c1ccc(Br)o1)NCc1ccc(Cl)cc1	-18%	7%	-2%	-1%
COc1ccc(NC(=O)Nc2cccc3c2O[C@H](CN(C)C(=O)Nc2ccc(OC)cc2)[C@@H](C)CN([C@H](C)CO)C3=O)cc1	2%	-3%	-16%	2%
Cn1cnnc1SCC(=O)Nc1ncc([N+](=O)[O-])s1	69%	10%	-2%	20%
Cc1ccc(S(=O)(=O)NC[C@H]2O[C@@H](n3cnc4c(N)ncnc43)[C@H](O)[C@@H]2O)s1	14%	4%	14%	-5%
O=C(NCC(c1ccco1)N1CCCC1)c1ccc(-n2cccn2)cc1 (configuration not stated)	-9%	4%	-1%	-4%
CN(C)c1ccc(C(=O)OCc2cc(=O)n3ccsc3n2)cc1	19%	10%	3%	17%
CC(C)(C)OC(=O)N1CCC(C(=O)Nc2cccc(C(=O)N3CCOCC3)c2)CC1	-3%	1%	17%	1%
C=CC[C@@H](CC(=O)N(CCO)Cc1ccccc1)C(=O)NCCOC(=O)[C@H](CC=C)CC(=O)OC(C)(C)C	-32%	-1%	4%	1%
COc1ccc(C(=O)Nc2cccc(S(=O)(=O)N(C)C)c2)cc1S(=O)(=O)N1CCOCC1	-7%	1%	5%	-12%
CC(C)(C)OC(=O)C[C@H]1C/C=C\C[C@H](CC(=O)NCCO)C(=O)N[C@@H](Cc2ccccc2)COC1=O	-4%	0%	-1%	-1%
CCN(C[C@H]1N[C@@](C)(C(=O)OC)[C@H]2C(=O)N(C)C(=O)[C@@H]12)C(=O)COC	10%	0%	12%	8%

Random excerpt: two entries already listed, in no set order.
SMILES	BRCA1 expr up	ELG1 genotoxic	uPA generation	p53 reactivator
N#Cc1ccc(C(=O)NC(=S)N2CCOCC2)cc1	5%	-2%	-7%	0%
Cc1ccc(S(=O)(=O)NC[C@H]2O[C@@H](n3cnc4c(N)ncnc43)[C@H](O)[C@@H]2O)s1	14%	4%	14%	-5%

(cont.)
SMILES	BRCA1 expr up	ELG1 genotoxic	uPA generation	p53 reactivator
O=C(CSc1nnnn1C1CC1)N1CCN(c2cccc(Cl)c2)CC1	0%	-3%	21%	-6%
C[C@H](CO)N1C[C@H](C)[C@@H](CN(C)Cc2ccc(C(=O)O)cc2)Oc2c(NC(=O)C3CC3)cccc2C1=O	5%	0%	12%	3%
C[C@H](CO)N1C[C@H](C)[C@H](CN(C)C(=O)Nc2cccc3ccccc23)Oc2c(NC(=O)c3ccc(-c4nccs4)cc3)cccc2C1=O	-31%	-3%	17%	-3%
CCOc1ccc(NC(=O)c2ccccc2NC(=O)CNC2CCCC(C)C2C)cc1 (configuration not stated)	-22%	4%	-4%	-2%
CC1CCCC(C)N1C(=O)COC(=O)CCC(=O)c1cccs1 (configuration not stated)	-1%	4%	3%	-3%
CN(C)S(=O)(=O)c1ccc(N2CCCC2)c(C(=O)Nc2nccs2)c1	-27%	0%	?	1%
COC(=O)[C@H](CCSC)NC(=O)Cn1cnc(C(=O)Nc2ccc(C)c(C)c2)n1	83%	?	10µM*	?
O=C(c1ccc(F)cc1)N1CCC(C(=O)N2CCN(c3ncccn3)CC2)CC1	-1%	6%	-4%	-3%
O=C(O)c1cccc(S(=O)(=O)Nc2ccc(N3CCCCC3)cc2)c1	-4%	1%	-3%	3%
COc1cc(NC(=O)CCCn2c(=O)oc3ccccc32)cc(OC)c1	-10%	1%	1%	-7%
COc1ccc(NC(=O)N(C)C[C@H]2Oc3c(NC(=O)NC(C)C)cccc3C(=O)N([C@H](C)CO)C[C@@H]2C)cc1	3%	1%	23%	-1%
C[C@H](CO)N1C[C@H](C)[C@@H](CN(C)S(=O)(=O)c2ccccc2)Oc2ccc(NC(=O)C3CCCCC3)cc2C1=O	-15%	2%	10%	2%

Sorted by number of heavy atoms (smallest number first): part of the list above
SMILES	BRCA1 expr up	ELG1 genotoxic	uPA generation	p53 reactivator
CC1CCCC(C)N1C(=O)COC(=O)CCC(=O)c1cccs1 (configuration not stated)	-1%	4%	3%	-3%
CN(C)S(=O)(=O)c1ccc(N2CCCC2)c(C(=O)Nc2nccs2)c1	-27%	0%	?	1%
COc1cc(NC(=O)CCCn2c(=O)oc3ccccc32)cc(OC)c1	-10%	1%	1%	-7%
COC(=O)[C@H](CCSC)NC(=O)Cn1cnc(C(=O)Nc2ccc(C)c(C)c2)n1	83%	?	10µM*	?
CCOc1ccc(NC(=O)c2ccccc2NC(=O)CNC2CCCC(C)C2C)cc1 (configuration not stated)	-22%	4%	-4%	-2%
C[C@H](CO)N1C[C@H](C)[C@@H](CN(C)S(=O)(=O)c2ccccc2)Oc2ccc(NC(=O)C3CCCCC3)cc2C1=O	-15%	2%	10%	2%
C[C@H](CO)N1C[C@H](C)[C@H](CN(C)C(=O)Nc2cccc3ccccc23)Oc2c(NC(=O)c3ccc(-c4nccs4)cc3)cccc2C1=O	-31%	-3%	17%	-3%

These rows are one share of the data. The share of hits here may be higher or lower than overall.
